Source: PubChem BioAssay
FBW7 act = FBW7 E3 ligase activators, primary screen, biochemical, AlphaScreen, human | AlphaScreen FBW7–phospho-cyclin E peptide binding, activator screen | normalized activity (activation), % at 26.1 µM | 0.13% of 650,000 active | AID 1259310, 2017; in the data active means normalized activity above about 1.9%;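 further: purified mutant Fbw7 with reduced substrate affinity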
MITF primary = MITF inhibitors, primary screen, biochemical, AlphaScreen, human | 0.91% of 650,000 active | AlphaScreen MITF homodimerization, bead proximity signal | inhibition, % at 2.6 µM | Microphthalmia-associated transcription factor (Homo sapiens), O75030; in the data active means inhibition above about 50%;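 further: 0% = vehicle wells with protein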
Target sequence (O75030 whole entry, looked up): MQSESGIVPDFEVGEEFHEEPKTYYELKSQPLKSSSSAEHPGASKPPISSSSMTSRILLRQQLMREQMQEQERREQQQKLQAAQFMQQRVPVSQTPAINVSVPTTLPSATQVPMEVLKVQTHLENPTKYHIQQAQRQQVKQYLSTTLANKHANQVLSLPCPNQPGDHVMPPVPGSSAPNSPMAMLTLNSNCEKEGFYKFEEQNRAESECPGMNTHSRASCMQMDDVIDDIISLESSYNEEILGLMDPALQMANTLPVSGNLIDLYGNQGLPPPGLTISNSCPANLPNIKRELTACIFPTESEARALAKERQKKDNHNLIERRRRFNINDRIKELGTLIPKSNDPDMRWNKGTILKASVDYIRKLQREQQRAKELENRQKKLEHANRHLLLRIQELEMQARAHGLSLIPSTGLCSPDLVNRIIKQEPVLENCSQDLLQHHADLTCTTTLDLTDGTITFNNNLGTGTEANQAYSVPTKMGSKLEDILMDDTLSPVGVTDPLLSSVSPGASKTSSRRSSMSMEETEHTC
TEAD-YAP inh = TEAD-YAP interaction inhibition, primary screen, TEAD-YAP interaction inhibitor project, luminescence, HEK-TIYL cells. AID 1259422, 2018. inhibition, % at 9.12 µM. 1.4% of 640,000 active. TEAD-Gal4/YAP UAS-luciferase luminescence; in the data active means inhibition above about 32%;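 further: 0% = median of test compound wells and 100% = reference inhibitor wells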
GPR151 activ = activators of human GPR151, primary screen, cell-based, PathHunter beta-arrestin, luminescence. G-protein coupled receptor 151 (Homo sapiens), Q8TDV0. 1% of 650,000 active. AID 1508602, 2020. activation, % at 11.2 µM. PathHunter beta-arrestin GPR151 cells; in the data active means activation above about 4.9%;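 further: 0% = median of compound wells and 100% = cells with positive control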
Target sequence (Q8TDV0 whole entry, looked up): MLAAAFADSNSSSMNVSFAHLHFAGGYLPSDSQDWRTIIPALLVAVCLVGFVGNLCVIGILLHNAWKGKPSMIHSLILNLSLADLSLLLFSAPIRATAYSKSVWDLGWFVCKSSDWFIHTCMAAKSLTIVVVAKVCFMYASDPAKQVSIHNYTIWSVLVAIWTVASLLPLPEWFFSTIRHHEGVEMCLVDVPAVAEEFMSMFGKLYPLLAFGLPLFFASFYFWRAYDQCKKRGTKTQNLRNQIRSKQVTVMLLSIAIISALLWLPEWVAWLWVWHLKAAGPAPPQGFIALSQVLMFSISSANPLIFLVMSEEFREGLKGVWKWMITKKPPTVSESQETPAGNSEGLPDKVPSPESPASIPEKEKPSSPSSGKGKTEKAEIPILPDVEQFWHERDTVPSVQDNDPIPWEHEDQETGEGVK
The depositor's hits bear a star.

SMILES	FBW7 act	MITF primary	TEAD-YAP inh	GPR151 activ
Cn1nc2c(c1NC(=O)C1CCN(S(=O)(=O)c3ccc(F)cc3)CC1)CCC2	-0.1	3	11	3.7
CC(C)(C)NC(=O)c1ccc(C#N)cc1F	-0.1	4	4	1.2
O=C(O)CNC(=S)NC(=O)c1ccccc1	0.4	13	4	-0.8
COC(=O)c1cc([N+](=O)[O-])nn1Cc1ccccc1	0.0	1	5	0.6
O=C(CCCCCN1C(=O)c2ccccc2C1=O)Nc1cccc(Cl)c1	-0.1	12	-2	-0.1
CC1(C)CC(=O)N(CC(=O)NC2CCCC2)c2ccccc2S1(=O)=O	0.5	13	4	0.2
Cc1c(Cc2ccc(Cl)cc2)c(N2CCOCC2)n2c(nc3ccccc32)c1C#N	0.1	11	2	-0.7
Cc1ccc(CN=c2c([N+](=O)[O-])nn(-c3ccc4c(c3)OCCO4)n2O)cc1	-0.6	7	-55	-1.8
CNC(=O)C(=O)NCC(c1ccco1)N1CCN(c2ccc(F)cc2)CC1 (stereo not drawn)	0.3	11	3	0.0
CC1CCN(C(=O)c2cc(NC(=O)c3c(F)cccc3Cl)c(=O)n(C)c2)CC1	0.7	19	3	-0.7
COc1ccc(CN(Cc2cc3cc(OC)ccc3[nH]c2=O)C(C)=O)cc1	-0.1	-9	6	-0.1
CC(Cl)c1nnc(-c2ccc(F)cc2)o1 (stereo not drawn)	-0.2	3	-2	-0.4
Cc1cc(C)cc(N=C2NC(=O)/C(=C/c3ccccc3[N+](=O)[O-])S2)c1	-0.7	3	7	4.1
Cc1ccc(/C=N/c2sc3c(c2C(N)=O)CCCC3)o1	-0.1	3	-8	0.2
COCC(C)NC(=O)c1ccc(OC)cc1 (stereo not drawn)	0.7	11	4	-0.7
O=[N+]([O-])c1ccccc1CSc1n[nH]c(-c2ccccc2[N+](=O)[O-])n1	-0.1	4	-11	-2.0
O=C(CN(Cc1ccco1)S(=O)(=O)/C=C/c1ccccc1)N1CCCc2ccccc21	0.4	21	-2	-0.7
COc1ccccc1-n1cc(C(=O)N2CCCC(N3CCOCC3)C2)cn1 (stereo not drawn)	0.0	-5	0	-1.7
CC1=C(C(=O)OC2CCCCC2)C(c2ccccc2)n2nnnc2N1 (stereo not drawn)	0.1	15	18	-0.2
COC(=O)C1=CC2([N+](=O)[O-])CN(CC(=O)O)CC([N+](=O)[O-])(C1)C2 (stereo not drawn)	-0.1	-9	-14	-1.2
CCCOc1ccc(N2C(=O)CC(NCCc3c(C)n(C)c4ccccc34)C2=O)cc1 (stereo not drawn)	-0.1	3	-16	-0.8
Cc1cc(C)n(C(=O)c2cc(C)[nH]n2)n1	-0.1	8	-3	-1.6
O=C(COC(=O)c1cc2ccccc2oc1=O)Nc1ccc2ccccc2c1	0.0	6	-50	0.4
CCCNC(=O)c1c(O)c2c([nH]c1=O)CCCC2	0.0	6	-9	0.9
CCOc1ccc(-n2nc3ccc(NC(=O)c4ccccc4Cl)cc3n2)cc1	-0.1	-5	-6	0.4
CCOc1ccc(-n2c(=S)sc3c(=O)n(-c4ccc(C)cc4)c(SCc4ccc(Cl)cc4)nc32)cc1	0.1	-5	12	0.2
CCOc1cc(/C=C2/C(=N)N3N=C(CC)SC3=NC2=O)cc(Cl)c1OCCOc1cc(C)ccc1C	0.1	7	-9	8.4*
CCCOc1ccc(C2CC(=O)Nc3cc4c(cc32)OCO4)cc1 (stereo not drawn)	0.0	4	11	0.0
CCC(=O)Oc1ccc2cc(-c3ccc(OC)c(OC)c3)c(=O)oc2c1	0.0	-9	-9	-11
Cc1ccc(-c2csc(/C(C#N)=C/c3cccc(Cl)c3)n2)cc1	0.0	-1	-3	-0.1
COc1cc(OC)c(OC)cc1/C=N/NC(=O)Cn1ccnc1C	-0.1	8	1	2.8
CC1CC(C)(C)NC(=S)N1CC(=O)N1CC(=O)N(CCc2ccccc2)C(=O)C1 (stereo not drawn)	0.2	6	13	-0.7
COc1ccc(C2C(C(=O)OC(C)C)=C(C)N=c3s/c(=C/c4cc(C)n(-c5ccc(F)cc5)c4C)c(=O)n32)cc1 (stereo not drawn)	1.2	13	16	1.3
O=C([C@H](O)c1ccccc1Cl)N1CCCN(S(=O)(=O)c2cccc3cnccc23)CC1	1.2	16	24	1.0
COc1ccccc1-n1cc2c(c1-c1ccccc1)c(=O)n(C)c(=O)n2C	-0.1	-13	5	0.2
CN(C)/C=C1/C(=O)N(c2ccc(Cl)cc2)C(=O)c2ccccc21	-0.1	19	-3	0.2
CCC(C(=O)NCCc1ccccc1)n1nc(C)n2c(cc3sccc32)c1=O (stereo not drawn)	0.0	-6	2	-0.4
COc1ccc(NC(=O)CSc2nnc(-c3ccncc3)n2C2CCCCC2)cc1	0.1	5	6	-1.3
CCOC(=O)C1=C(C)N=c2s/c(=C\c3ccc(OCc4cccc5ccccc45)c(OCC)c3)c(=O)n2C1c1ccc(N(C)C)cc1 (stereo not drawn)	-0.1	-6	2	-0.7
NC1=NN=C(c2ccccc2)SC1	-0.1	12	13	-1.7
CC(NC(=O)c1ccc([N+](=O)[O-])cc1[N+](=O)[O-])c1ccccc1 (stereo not drawn)	-0.1	6	-1	0.6
Cc1ccc(CN2CC[C@H]3[C@H](CCC(=O)N3CC3CCCCC3)C2)o1	0.2	-3	-2	-0.1
CSc1ccc(CCNCc2c(C(=O)O)c(C)n(Cc3ccccc3F)c2C)cc1	0.3	26	1	-0.4
O=C(CN1CCCC1)NCC1Cc2cc(Cl)cc(-c3ccncc3)c2O1 (stereo not drawn)	0.5	18	11	-1.1
CSc1nc(N)nc2sc(C(=O)C34CC5CC(CC(C5)C3)C4)c(N)c12	-0.1	-3	-2	-0.2
FC(F)(F)c1c(Cl)nc(N2CCCCCC2)c(Cl)c1Cl	-0.1	-6	-2	1.7
COc1ccc(CNc2c(-c3ccc(O)c(O)c3)nc3cnccn23)cc1	0.0	7	-19	-0.2
CCN(Cc1ccccc1)S(=O)(=O)c1cccc2nsnc12	0.0	13	1	-2.0
COc1ccc(S(=O)(=O)N2CCSC2c2cc(OC)ccc2OC)cc1 (stereo not drawn)	0.3	14	3	-0.1
CCOC(=O)c1sc(NC(=O)Nc2cccc(Cl)c2)c(C(N)=O)c1C	0.3	10	-2	4.5
The results go on.
SMILES	FBW7 act	MITF primary	TEAD-YAP inh	GPR151 activ
CN(C)c1cccc(C(=O)OCC(=O)N(Cc2ccccc2)C(C)(C)C)c1	0.1	-6	7	3.4
COc1ccc(N2CCN(CCNC(=O)C3(c4ccccc4)CCOCC3)CC2)cc1	0.7	-1	10	-1.0
CCCN(CCC)CCNC(=O)Cn1ncc2c1-c1cc(C)ccc1OC2	0.1	-2	0	-0.4
CC(/C=N/N(CCO)C1=NS(=O)(=O)c2ccccc21)=C\c1ccccc1	0.0	11	-4	0.2
O=C(NC1CCN(Cc2ccccc2)CC1)c1cncc(Nc2ccccn2)c1	-0.2	-2	-2	1.4
O=C1NC(=Nc2cccc(O)c2)S/C1=C\c1cccc([N+](=O)[O-])c1	0.0	3	-4	1.1
COc1ccc(C(=O)NC(=S)Nc2ccccc2C(=O)O)cc1	0.2	-3	-3	0.7
O=C(Nc1ccccc1N1CCCC1)c1ccc(Br)cc1	0.0	7	5	2.7
O=C(Nc1ccc(F)cc1)N1CCC(CO)(CC2CCCCO2)CC1 (stereo not drawn)	-0.1	0	-7	0.5
COc1ccc(NC(=O)Cn2nc([N+](=O)[O-])cc2C)cc1OC	1.6	23	5	3.8
Cc1nc2c(=O)oc3ccccc3c2n1-c1ccccc1	0.0	-4	-9	0.8
Cc1cccc(C)c1-n1c(=O)c2ccccc2n2c(SCC(=O)N3CCOCC3)nnc12	0.4	1	5	0.1
Cc1csc(NC(=O)C(Cc2c[nH]c3ccccc23)NC(=O)OCC(C)C)n1 (stereo not drawn)	-0.2	5	19	1.4
CCCN1CCN(CCNC(=O)Nc2ccccc2OC)CC1	0.7	-6	16	-1.0
Cc1ccsc1CN1CCN2C(=O)[C@H]3CCCN3C(=O)[C@H]2C1	0.9	11	8	-1.0
Cc1ccccc1-n1nc2c(c1NC(=O)Cc1ccc(F)cc1)CSC2	-0.1	7	6	0.9
Cc1cccc(OC(=O)c2cc(-c3ccc(Br)cc3)nc3c(C)cccc23)c1C	-0.2	0	-7	0.4
O=C(Cn1ncc2cccn2c1=O)OC1CCCCC1	0.0	3	-18	1.4
CN(C)CCCNC(=S)N(CCN(C)C)Cc1cc2cc3c(cc2[nH]c1=O)OCO3	-0.2	-8	-8	1.4
Cc1ccc(NC(=O)CSc2ccc(C(=O)O)cn2)cc1F	0.0	6	10	-0.3
Cc1ccc2nc(N3CCNCC3)c(-n3nc(C)cc3C)nc2c1	0.1	-9	-3	-1.0
CC1CCCCN1C(=O)N1CCOCC1 (stereo not drawn)	-0.1	-5	8	1.6
O=C(CCCN1C(=O)/C(=C\c2cccs2)SC1=S)Nc1ccc(O)c(C(=O)O)c1	0.0	14	5	0.5
O=S(=O)(Cc1ccccc1)NCCOc1ccccc1Cl	0.3	11	-3	-1.4
Cc1cccc(OCC(=O)Nc2cccc3ccc(-n4ccnc4)nc23)c1	0.1	-12	-1	1.0
O=C(CCSCCC(=O)Nc1ccc2c(c1)OCO2)Nc1ccc2c(c1)OCO2	0.0	-3	1	-1.3
CCOc1ccc(-n2c(=S)[nH]c3cc(C(=O)OC)ccc3c2=O)cc1	-0.1	8	-4	0.0
Cc1cccc(CN2CCN(C(=O)c3cc(C)nc4ccccc34)CCC2=O)c1	-0.3	8	-6	0.6
CCOC(=O)C(=O)Nc1cc(OCC)c(NC(=O)c2ccc(F)cc2)cc1OCC	0.0	15	-6	-0.2
COCCCNCCOCCOc1cc(C)c(Cl)c(C)c1	-0.1	28	-6	0.4

Sorted by SMILES length (lowest first): part of the list above.
SMILES	FBW7 act	MITF primary	TEAD-YAP inh	GPR151 activ
CC1CCCCN1C(=O)N1CCOCC1 (stereo not drawn)	-0.1	-5	8	1.6
COCCCNCCOCCOc1cc(C)c(Cl)c(C)c1	-0.1	28	-6	0.4
O=S(=O)(Cc1ccccc1)NCCOc1ccccc1Cl	0.3	11	-3	-1.4
Cc1ccc2nc(N3CCNCC3)c(-n3nc(C)cc3C)nc2c1	0.1	-9	-3	-1.0
Cc1cccc(CN2CCN(C(=O)c3cc(C)nc4ccccc34)CCC2=O)c1	-0.3	8	-6	0.6
CCOC(=O)C(=O)Nc1cc(OCC)c(NC(=O)c2ccc(F)cc2)cc1OCC	0.0	15	-6	-0.2
O=C(CCCN1C(=O)/C(=C\c2cccs2)SC1=S)Nc1ccc(O)c(C(=O)O)c1	0.0	14	5	0.5

Carrying on.
SMILES	FBW7 act	MITF primary	TEAD-YAP inh	GPR151 activ
S=C(C1=Cc2ccccc2OC1)N1CCOCC1	0.0	-17	0	-0.8
CCc1ccc(NC(=O)C(=O)NCCN(C)C)cc1	-0.1	-2	5	-0.5
Nc1sc2c(c1C(=O)Nc1ccccc1)CCCCC2	-0.1	10	-16	-0.3
Cc1sc2ncn(CC(=O)N3CCN(c4ccccc4Cl)CC3)c(=O)c2c1C	0.1	5	4	0.1
CSc1ncc(C(=O)Nc2ccc(F)cc2)c(=O)n1C	0.0	-7	-30	-0.8
CCSc1nnc(C2CCCN(C(=O)C3CCCO3)C2)n1C (stereo not drawn)	-0.1	-12	-7	0.4
O=c1[nH]c(C2COc3ccccc3O2)nc2ccc(-c3ccncc3)cc12 (stereo not drawn)	0.0	14	-48	-2.0
COc1ccc(-n2c(=O)c3ccccc3n(CC(=O)NCc3ccco3)c2=O)cc1	-0.1	0	10	-0.1
COc1ccc(C)cc1NC(=O)c1cn(-c2ccc(C)c(C)c2)c(=O)c2ccccc12	0.0	4	0	1.9
C=CCn1c(SCc2cccnc2)nc2cc(C(=O)NCc3ccco3)ccc2c1=O	1.2	31	8	-1.6
Cc1nnc(SCCNC(=O)CC2C(=O)NCCN2CCc2ccccc2)s1 (stereo not drawn)	0.0	15	-2	0.1
CC(C)CC(=O)NS(=O)(=O)c1ccc(NC(=O)c2ccccc2)cc1	0.1	-18	1	-1.0
COc1ccccc1N1C(=O)C2C(C1=O)C1(C)CC2(C)CC1=O (stereo not drawn)	0.1	1	7	0.8
COc1ccc(N(C(N)=S)C2=NCCCCC2)cc1	0.0	-3	-1	1.5
CCn1nc(C)cc1C(=O)NCC1Cc2cc(Cl)cc(-c3ccncc3)c2O1 (stereo not drawn)	-0.2	-2	-10	-1.4
CC(C)(C)C1CCc2c(sc3ncnc(SCC(=O)N4CCOCC4)c23)C1 (stereo not drawn)	0.2	6	3	-0.4
COc1ccc(/C(O)=C2/C(=O)C(=O)N(CCN(C)C)C2c2ccc(OC)c(OC)c2)cc1 (stereo not drawn)	-0.1	2	-9	-0.5

Reprinted at random: three entries already listed, in no set order.
SMILES	FBW7 act	MITF primary	TEAD-YAP inh	GPR151 activ
Cc1nnc(SCCNC(=O)CC2C(=O)NCCN2CCc2ccccc2)s1 (stereo not drawn)	0.0	15	-2	0.1
COc1ccccc1N1C(=O)C2C(C1=O)C1(C)CC2(C)CC1=O (stereo not drawn)	0.1	1	7	0.8
CCn1nc(C)cc1C(=O)NCC1Cc2cc(Cl)cc(-c3ccncc3)c2O1 (stereo not drawn)	-0.2	-2	-10	-1.4
